# PPC-1+TRAIL kill: kills PPC-1 cancer cells in the presence of TRAIL. PPC-1 cells + TRAIL, ATPLite viability luminescence. cell killing (% activity), % at 4 µM. 220,000 tested, 0.41% active. AID 1443;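 active = cell killing above 50% in the first pass at 4 µM, then a duplicate retest at 5 µM averaging 50% or more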;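 note: plate controls were cells with TRAIL plus DMSO for no effect and medium-only wells lacking cells for full effect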
# Calpain2 inh: inhibitors of pig calpain II. 220,000 tested, 0.37% active. AID 1236. purified calpain II, fluorogenic peptide substrate, 30 min. inhibition, % at 16 µM;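 active = inhibition above about 50%, limit read from the data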
# EBV gp42 inh: blocks Epstein-Barr virus glycoprotein 42 binding | inhibition, % (tested at 21.74 µM) | 220,000 tested, 0.42% active | Fluorescence polarization binding assay, mP read-out; in the data active = inhibition above about 50%
# TRPML3 agonist: human mucolipin-3 channel agonism. Q8TDD5. HEK293 TRPML3-YFP, Fluo-8 calcium fluorescence; 100% = the carbachol control signal. activation, % at 3 µM. 220,000 tested, 0.29% active. AID 1448;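 active = activation above its plate's cutoff, the mean activation of the plate's test wells plus 3 SD, cut at about 12% in these data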;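 note: 0% = DMSO only wells and 100% = carbachol wells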
#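 system = HEK293 cells stably carrying human TRPML3-YFP | doses = one concentration, 3 µM nominal, 0.3% DMSO | timing = dye loading 1 h 37 °C then 30 min ambient, 125 s read | detection = Fluo-8 calcium dye fluorescence, ex 470-495, em 515-575 nm | benchmarks = high control carbachol 87 µM, low control DMSO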
# Furin inhibitor: blocks human furin protease activity | P09958 | purified furin, fluorogenic substrate cleavage | inhibition, % at 30 µM | 220,000 tested, 0.061% active; in the data active = inhibition above about 25%; note: inactives centre near -15
# thrombin 1536: inhibitors of human thrombin | inhibition, % at 5 µM | alpha-thrombin, Boc-VPR-AMC fluorogenic substrate cleavage | AID 1046 | 220,000 tested, 0.26% active;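 active = inhibition at or above 40%; inactive = inhibition below 40%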;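 note: 0% = enzyme with no compound and 100% = wells without enzyme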
#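 Test system: human alpha-thrombin; medium: pH 7.5 Tris-saline with Tween 20; times: reaction at room temperature; signal: AMC fluorescence at 355 nm excitation and 460 nm emission; also added: Boc-VPR-AMC substrate, 15 µM final; dosing: one concentration per compound, 5 µM, with 0.2% DMSO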
# TRPN1 ag: agonists of zebrafish TRPN1 channel; activation, % at 3 µM; 220,000 tested, 0.18% active; HEK293 zebrafish TRPN1-YFP, Fluo-8 calcium fluorescence; 100% = response to 87 µM carbachol;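 active = activation above its plate's cutoff, the mean activation of test wells on that plate plus 3 SD, cut at about 19% in these data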;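 note: 0% = DMSO alone and 100% = 87 µM carbachol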
#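 Material: zebrafish TRPN1-YFP in HEK293 cells. Doses: one dose of 3 µM, 0.3% DMSO. Incubation: dye 1 h 37 °C plus 30 min RT. Measured by: intracellular calcium fluorescence with Fluo-8.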
# TbHK1 inh: T. brucei hexokinase 1 inhibition; recombinant TbHK1, G6PDH-coupled NADH A340; inhibition, % at 10 µM; 220,000 tested, 0.11% active;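 active = inhibition of 50% or more in the single-dose primary screen; inactive = inhibition below 50%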
# Cl transport mod: KCC2 (human) Cl- transport modulation; Q9H2X9; 190,000 tested, 2.2% active; KCC2 cells, thallium flux FluoZin-2 fluorescence; B-score of Tl+ flux slope (higher = more flux/activation; lower = inhibition) at 10 µM;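 active = thallium flux slope and its plate-corrected score both differing from the plate sample mean at a set confidence after two filtering rounds, in either direction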;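 note: slope of fluorescence scaled to starting intensity during 10 to 20 s after thallium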
# Target sequence (Q9H2X9 whole entry, looked up): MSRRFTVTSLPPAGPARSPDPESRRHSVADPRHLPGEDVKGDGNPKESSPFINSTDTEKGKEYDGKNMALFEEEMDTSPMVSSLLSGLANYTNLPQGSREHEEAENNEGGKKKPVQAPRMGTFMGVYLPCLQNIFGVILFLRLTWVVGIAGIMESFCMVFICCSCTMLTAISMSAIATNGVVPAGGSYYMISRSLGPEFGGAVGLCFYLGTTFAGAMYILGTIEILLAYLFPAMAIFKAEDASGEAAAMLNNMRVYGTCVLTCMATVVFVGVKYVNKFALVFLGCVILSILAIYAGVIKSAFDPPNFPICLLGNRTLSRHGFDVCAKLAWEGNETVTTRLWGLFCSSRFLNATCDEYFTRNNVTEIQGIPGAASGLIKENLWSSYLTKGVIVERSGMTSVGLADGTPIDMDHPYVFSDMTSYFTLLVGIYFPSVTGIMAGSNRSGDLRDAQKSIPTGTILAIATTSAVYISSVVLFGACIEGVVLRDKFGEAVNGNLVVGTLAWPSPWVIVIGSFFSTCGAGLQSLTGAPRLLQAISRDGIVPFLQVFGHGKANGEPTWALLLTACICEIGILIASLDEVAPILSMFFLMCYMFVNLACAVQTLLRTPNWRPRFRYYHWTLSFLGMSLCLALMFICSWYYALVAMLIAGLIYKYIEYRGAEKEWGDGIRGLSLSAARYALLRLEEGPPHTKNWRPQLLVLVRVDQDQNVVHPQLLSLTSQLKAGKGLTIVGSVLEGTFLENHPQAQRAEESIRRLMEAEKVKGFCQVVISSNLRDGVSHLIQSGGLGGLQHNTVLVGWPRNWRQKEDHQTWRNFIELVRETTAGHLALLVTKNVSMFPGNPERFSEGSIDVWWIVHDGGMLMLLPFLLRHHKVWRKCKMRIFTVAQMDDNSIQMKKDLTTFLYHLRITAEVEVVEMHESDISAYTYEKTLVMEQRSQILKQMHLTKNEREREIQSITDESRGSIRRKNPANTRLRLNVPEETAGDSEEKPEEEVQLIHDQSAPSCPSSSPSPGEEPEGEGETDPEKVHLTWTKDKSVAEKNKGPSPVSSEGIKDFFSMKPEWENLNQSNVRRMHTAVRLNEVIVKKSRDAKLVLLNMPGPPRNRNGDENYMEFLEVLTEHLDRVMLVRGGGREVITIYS
# An asterisk follows results filed as active; i = inactive; . = no result given; [ ] = remark or other dose.
# The line under a structure holds: TbHK1 inh	Furin inhibitor	PPC-1+TRAIL kill	TRPML3 agonist	Cl transport mod	TRPN1 ag	thrombin 1536	Calpain2 inh	EBV gp42 inh
CCSc1ccccc1C(=O)NCc1ccc(S(N)(=O)=O)cc1
→ 0	-9[20 µM]	11	-0.6	.	1.7	-17	-34	-7
O=C(CCCC(=O)NCc1ccc(F)cc1)NCc1ccc(F)cc1
→ -2	-20	17	0.1	0.6	0.3	-1	-5	4
Cc1cc(-n2c(=O)c(C#N)cc3c(=O)n4ccccc4nc32)no1
→ -3	-102	10	0.6	-0.25	0.4	0	i	35
COCCNC(=O)C(c1ccccc1C)N(C(=O)Cn1nnc2ccccc21)c1cccnc1 (stereo not drawn)
→ 5	-7[20 µM]	16	-0.2	-2.2	1.8	0	-15	-11
Oc1ccc(-c2nnc(Nc3ccccc3)c3ccccc23)cc1
→ -16	-20	2	-0.9	-3.9	-0.3	-3	14	5
CC(=O)Nc1ccc(S(=O)(=O)c2ccc(N)cc2)cc1
→ 3	-25	3	-0.1	-0.18	-0.1	4	24	-2
CCC(Sc1ncccc1C(=O)OC(C)C)C(=O)NCc1ccco1 (stereo not drawn)
→ -8	-8[20 µM]	-11	-0.9	.	-1.1	9	16	4
O=C(O)c1ccc(N/N=C/C(Br)=C/c2ccccc2)cc1
→ -52	-6	-2	0.2	-0.82	1.2	-3	-2	-1
Cn1c(=O)c2c(nc(N/N=C/c3ccncc3)n2Cc2ccccc2)n(C)c1=O
→ -64	1	8	-0.6	0.94	-1.1	1	2	-16
CCC(C)NC(=O)CSc1nc2cc3c(cc2c(=O)n1Cc1ccco1)OCO3 (stereo not drawn)
→ -5	-19	2	0.4	-0.14	-0.3	-3	39	-5
Cc1ccc(CNC(=O)C2CC(c3cc(C(F)(F)F)cc(C(F)(F)F)c3)=NO2)o1 (stereo not drawn)
→ -5	-24	11	.	-1	.	3	1	-4
CC(C)c1ccc(NC(=O)C(c2ccc3c(c2)OCO3)N2CCCCC2)cc1 (stereo not drawn)
→ 17	-10	-13	-0.3	0.51	0.4	-10	24	-2
CCN(CC)C(=O)c1ccc(N)cc1
→ -3	-28	14	1.2	0.8	1.0	-24	-3	0
CNC(=O)NC(=S)NC(=O)c1cccc(Cl)c1
→ -7	-19	26	-0.1	-0.63	0.4	-2	-26	2
Cc1ccc(NC(=O)Cc2c(C(=O)O)n(C)c3ccccc23)cc1F
→ -1	-6	20	-0.3	-1.3	1.0	-11	42	-1
O=C(CN1CCC(n2nnc3cc(F)ccc32)CC1)NCCc1nc2ccccc2[nH]1
→ 1	-11	6	0.1	0.37	0.4	-5	-41	-7
O=[N+]([O-])c1c(NCc2ccccc2)cc(N2CCc3ccccc3C2)c2nonc12
→ -6	-11	11	0.2	0.22	1.5	-5	-30	18
Cc1cnc(NC2=NCCC2)s1
→ -2	-17	23	1.2	0.3	-1.1	-6	-15	-5
CC(C)=CCN1CCN(Cc2ccc(C)s2)CC1CCO (stereo not drawn)
→ 1	-19	9	0.8	-0.78	0.2	-5	1	8
CCCCCCCC1CC(/C(C)=N/NC(N)=O)OC1=O (stereo not drawn)
→ 5	-29	-1	0.3	1.3	-0.7	1	-10	3
CCC1CCCCN1C(=O)CSc1nnc(-c2cccs2)o1 (stereo not drawn)
→ 2	-14[20 µM]	31	-0.3	-0.6	-1.1	5	-9	-24
CC(C)CCNC(=O)C(C)N(C(=O)Cn1nnc(-c2ccc(F)cc2)n1)C1CCCC1 (stereo not drawn)
→ 3	-11	11	0.4	.	1.3	-8	19	-5
COc1ccc(C(=O)NC(=S)Nc2ccc(Cc3ccncc3)cc2)cc1
→ -5	-19	11	2.2	0.79	3.6	2	-4	-9
CCOc1cc(C(=O)N/N=C/c2ccsc2)cc(OCC)c1OCC
→ -1	-15	-6	0.2	-0.0094	-1.4	-5	-17	-1
O=C1CS/C(=N/N=C/c2cccs2)N1Cc1ccc(F)cc1
→ -11	-22	22	0.7	-0.31	1.8	-3	6	-9
O=C(c1cnn2c(C(F)(F)F)cc(-c3ccco3)nc12)N1CCCc2ccccc21
→ -4	-21	20	0.4	.	2.2	0	-8	-12
COc1ccc(-c2csc(N=C(N)N)n2)cc1
→ 7	-18	20	0.9	0.35	-3.8	-3	29	0
O=C1CC(N2CCOCC2)C(=O)N1c1cc(Cl)cc(Cl)c1 (stereo not drawn)
→ 3	-30	21	0.5	0.083	0.3	2	18	-6
Nc1n[nH]c(-c2ccccc2)n1
→ 1	-12[20 µM]	20	0.1	0.84	2.3	-4	-5	-14
Cc1c(Nc2cc(N3CCCCCC3)c3nonc3c2[N+](=O)[O-])c(=O)n(-c2ccccc2)n1C
→ -17	1	4	1.2	.	-0.1	0	-3	-16
Cc1ccc(/C=[N+](\[O-])c2ccc(N(C)C)cc2)c2nsnc12
→ -9	-22	25	2.9	.	7.3	3	-20	-3
CC(C)N=c1scc(-c2cccs2)n1/N=C/c1ccc(O)c(O)c1O
→ 15	1	-1	0.9	-0.11	0.1	2	-59	0
CN(c1ccc(C(=O)Nc2nccs2)cc1)S(=O)(=O)c1ccccc1
→ -3	-6[20 µM]	6	0.3	.	1.1	1	20	-7
CCCNC(=O)c1ccc2c(c1)C1C3CCC(C3)C1C(c1ccccc1)N2 (stereo not drawn)
→ -4	-8[20 µM]	18	-0.6	1.2	-0.5	-1	-37	-4
COc1ccc2cc(C(=O)NCc3ccco3)c(=Nc3ccc(C(=O)O)cc3)oc2c1
→ -8	-5	11	0.4	-1.1	-0.6	-9	-24	2
COc1ccc(S(=O)(=O)Nc2cccc(N(C)S(C)(=O)=O)c2)cc1Br
→ -7	9	-4	2.8	0.39	5.5	-12	-7	-8
Cc1ccc(SCC(=O)NCCSC(C)(C)C)cc1
→ -2	-16[20 µM]	-18	-1.0	.	-2.7	-1	-17	3
CC1CCN(C(=O)CSCC(=O)O)CC1
→ 4	0	15	-0.1	.	0.8	-12	7	-4
Cn1c(=O)c2c(O)c(C=Nc3ccc(F)cc3)c(=O)n(C)c2n(C)c1=O
→ -7	-8	6	0.5	0.093	1.3	1	-4	-14
CCOC(=O)CSc1n[nH]c(-c2cccnc2)n1
→ 0	-12	3	0.0	-0.15	0.3	4	20	-10
Cc1nn(C)c(Oc2cccc(Cl)c2)c1C(=O)O
→ 4	-13[20 µM]	17	0.6	.	0.8	2	20	-4
COc1ccc(C(=O)N2CCN(Cc3ccccc3C)CC2)cc1OC
→ -6	-29[20 µM]	13	0.0	-0.53	0.9	3	-29	-15
Cc1ccc(NCC(=O)N/N=C/c2cccc(Br)c2)cc1
→ -7	-15	-8	0.8	-0.53	0.0	-1	-3	-7
COc1cc(O)c(C(CCN2CCCC2)c2cc(OC)c(OC)c(OC)c2)c(OC)c1 (stereo not drawn)
→ -2	0	10	.	1.4	.	3	4	-21
CC(C)(C)n1nnnc1CN1CCC(NC(=O)NC2CCCCC2)CC1
→ 0	-13[20 µM]	-8	0.8	0.43	-0.7	-3	24	-13
CCOC(=O)c1ccc(NC(=O)Cn2nnc(-c3ccccc3C)n2)cc1
→ 0	-9	0	0.4	-0.42	2.6	-1	-14	-6
CCN(CC)S(=O)(=O)c1ccc(C(=O)N2CCN=C2SCc2cccnc2)cc1
→ -5	7[20 µM]	7	0.1	-2.4	-0.3	-3	36	-3
CCOC(=O)c1[nH]c2cc3c(cc2c1NC(=O)CN1CCC(C)CC1)OCO3
→ -23	-37	14	0.2	0.00047	-0.4	-4	-448	-12
COc1ccc(NC(=O)c2cccnc2Nc2ccc(OC)cc2)cc1
→ -5	-16[20 µM]	14	0.0	-0.32	2.2	-14	-22	4
CCC(C)(C(=O)NC1CCCCC1)N(C(=O)c1cnccn1)c1c(C)n(C)n(-c2ccccc2)c1=O (stereo not drawn)
→ -11	-15	3	0.0	.	0.6	-5	0	-25
N#Cc1c(-c2ccco2)ccn(Cc2ccc(F)cc2)c1=O
→ -40	-25	7	-0.1	-0.66	-2.8	-3	-127	-7
c1ccc(CN2CCN(c3ncnc4nc[nH]c34)CC2)cc1
→ 7	-16	-9	0.9	-0.95	2.9	-1	-9	3
COc1ccc(CCNC(=S)Nc2cccc(C)c2C)cc1
→ 6	-34[20 µM]	-6	-1.1	-0.65	-2.6	-1	2	-17
Cc1n[nH]c(C)c1S(=O)(=O)N1CCN(C2CCCCC2)CC1
→ -4	-14[20 µM]	14	1.1	0.38	0.1	-4	9	-21
CCc1cc2c(N[C@@H](Cc3c[nH]c4ccccc34)C(=O)O)ncnc2s1
→ 0	-15	8	0.6	0.37	-1.2	-2	15	-8
Cc1cc(=O)n2[nH]c(N)c(N=Nc3ccccc3F)c2n1
→ -1	-2	15	0.3	0.78	-2.0	1	2	-13
Cc1cc(C)nc(NC(=O)/C=C/c2ccc3c(c2)OCO3)c1
→ -3	-12	56*	-0.8	-0.81	-1.9	-7	-31	1
CCC(=O)N1CCc2cc(S(=O)(=O)CCC(=O)Nc3ccc(F)c(F)c3)ccc21
→ -6	-18[20 µM]	7	0.9	-0.00094	-0.3	4	-31	-19
Cc1nnc(NC(=O)Cc2cccs2)s1
→ 6	-18	-4	0.1	1.2	0.3	1	0	-12
Cc1ccccc1NS(=O)(=O)c1ccc2c(c1)NC(=O)CO2
→ -3	-17	10	0.1	1.4	1.4	-10	-5	9

# Three records picked at random from those above:
# The line under a structure holds: TbHK1 inh	Furin inhibitor	PPC-1+TRAIL kill	TRPML3 agonist	Cl transport mod	TRPN1 ag	thrombin 1536	Calpain2 inh	EBV gp42 inh
CCN(CC)S(=O)(=O)c1ccc(C(=O)N2CCN=C2SCc2cccnc2)cc1
→ -5	7[20 µM]	7	0.1	-2.4	-0.3	-3	36	-3
Cc1cc(C)nc(NC(=O)/C=C/c2ccc3c(c2)OCO3)c1
→ -3	-12	56*	-0.8	-0.81	-1.9	-7	-31	1
c1ccc(CN2CCN(c3ncnc4nc[nH]c34)CC2)cc1
→ 7	-16	-9	0.9	-0.95	2.9	-1	-9	3

# (cont.)
# The line under a structure holds: TbHK1 inh	Furin inhibitor	PPC-1+TRAIL kill	TRPML3 agonist	Cl transport mod	TRPN1 ag	thrombin 1536	Calpain2 inh	EBV gp42 inh
O=C(CSc1nnc(CN2CCOCC2)n1-c1ccc(Cl)cc1)Nc1cc(Cl)ccc1O
→ -4	-8[20 µM]	-3	2.4	-0.6	2.2	-4	-9	3
CCN(CC)c1ccc(C=Nc2cc(C)cc(C)c2)c(O)c1
→ -32	-10	-2	0.1	-1.6	-1.0	2	7	-13
CCOn1c(=O)c(-c2ccc(Cl)cc2)[n+]([O-])c2ccccc21
→ -31	-24[20 µM]	22	0.1	.	-0.5	0	-18	-9
O=C(CSCc1c(Cl)cccc1Cl)Nc1ccccc1C(=O)N1CCOCC1
→ -1	-22[20 µM]	29	1.0	0.17	0.1	2	-4	-10
COc1ccccc1OCCNc1cc(N2CCCCC2)ccc1[N+](=O)[O-]
→ 7	3	-6	-0.2	-0.03	-1.4	-5	3	7
Cc1cc(N2CCC(C(=O)Nc3ccc(F)cc3)CC2)nc(-c2ccccc2)n1
→ 1	-12	16	0.6	.	0.1	1	5	-6
S=C(NCc1ccccc1)NNc1nc2ccccc2[nH]1
→ 1	-23	20	-0.6	-0.81	-2.0	0	11	-4
O=[N+]([O-])c1ccc(-c2nnc(-c3ccccc3)c(N3CCOCC3)n2)cc1
→ 1	-15[20 µM]	6	0.1	.	-0.5	-4	-16	-18
CCCC(=O)NC(=S)Nc1c(C)cc(Br)cc1C
→ 3	-5[20 µM]	.	-0.7	2.2	-0.7	.	.	.

# Bioassay records (PubChem BioAssay)
